Compound activity (PubChem BioAssay)
GLP1R ag: activates the human GLP-1 receptor; HEK293 GLP-1R CRE-luciferase, luminescence, 4-6 h; cells express a hypersensitive GLP-1R form; Potency, µM (highest dose often 45.6 µM), for the others: top-dose activation, hits mostly activators; AID 624172; 380,000 compounds, 0.007% hits; also: % of control where 0% means no effect
Target sequence (P43220 whole entry, looked up): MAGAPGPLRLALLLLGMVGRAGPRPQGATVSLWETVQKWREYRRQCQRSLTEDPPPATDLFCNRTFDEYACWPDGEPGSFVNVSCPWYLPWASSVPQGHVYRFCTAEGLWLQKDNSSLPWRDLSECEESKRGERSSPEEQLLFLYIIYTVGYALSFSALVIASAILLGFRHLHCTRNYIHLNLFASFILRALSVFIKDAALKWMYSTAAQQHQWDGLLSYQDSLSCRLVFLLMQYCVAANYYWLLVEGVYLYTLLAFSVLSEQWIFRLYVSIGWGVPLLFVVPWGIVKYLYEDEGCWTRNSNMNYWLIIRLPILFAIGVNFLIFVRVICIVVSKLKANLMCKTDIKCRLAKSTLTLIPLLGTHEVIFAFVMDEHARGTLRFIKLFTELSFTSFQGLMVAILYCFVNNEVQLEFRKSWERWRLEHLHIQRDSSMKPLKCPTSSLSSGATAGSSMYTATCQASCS
HEK293 tox: cytotoxic in the GLP-1 receptor inverse agonist counter-screen; HEK293 cAMP-luciferase reporter cells, luminescence, 24 h; Potency, µM (doses to about 38.3 µM), inactives show at the highest dose activity change, negative = inhibition, hits mostly inhibitors; 410,000 compounds, 0.13% hits;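 also: loss of luciferase light is scored as toxicity; % is scaled to controls: 0 for no effect and ±100 for the full control effect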
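Quantitative HTS format, 1536 wells, 200 cells/uL seeded. Compounds: 23 nL, 24 h, 37 °C. Detection: luciferase reagent, luminescence at 12 min RT; decreased signal taken as cytotoxic.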
SW480 rereplic: induces DNA re-replication in SW480 colon adenocarcinoma cells; Potency, µM (series often up to 46.1 µM), for inactives: top-dose re-replication activation, actives largely listed as activators; 340,000 compounds, 1.8% hits; SW480 DNA re-replication, Hoechst DNA content imaging, 48 h; also: % of control where 0% means no effect; nearly all actives have a fitted effect of over 55% in size
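Hoechst fluorescence of nuclei (405 nm excitation, 500-530 nm emission) measured by plate-scanning imager after 48 hr compound exposure at 37 C; re-replication scored as increased number of nuclei with elevated intensity.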
KB-V1 MDR tox: KB-V1 MDR subline cytotoxicity; KB-V1 MDR cells viability, CellTiter-Glo, 72 h; Potency, µM (titrated, usually from 46.1 µM), inactives show at the top dose activity change, negative = cytotoxicity, hits mostly cytotoxic; 400,000 compounds, 3.4% hits; also: % is scaled to controls: 0 for no effect and ±100 for the full control effect; nearly all actives have a fitted effect of over 60% in size
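Readout: CellTiter-Glo luminescence, 10 min after addition. Cells: KB-V1 MDR subline, 72 h at 37 degrees C with compound. Analysis: corrected, normalized data fitted to concentration-effect curves.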
TDP43 rescue: rescues yeast growth from TDP-43 toxicity. AID 652104. Potency, µM (series often up to 46.1 µM), for the others: top-dose growth rescue (activation), actives largely listed as activators. 410,000 compounds, 1.8% hits. TDP-43 expressing yeast growth rescue, BacTiter-Glo, 24 h; also: % of control where 0% means no effect; nearly all actives have a fitted effect of over 50% in size
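Readout is BacTiter-Glo luminescence of cell growth, so inhibitors register as activators. TDP-43-expressing yeast at OD600=0.02 in galactose medium, after raffinose pregrowth to mid-log, were incubated with compound for 24 hr at 30 deg C.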
KB-3-1 tox: kills parental KB-3-1 adenocarcinoma cells; KB-3-1 viability, CellTiter-Glo ATP luminescence, 72 h; 400,000 compounds, 1.4% hits; Potency, µM (highest dose often 46.1 µM), for the others: top-dose activity change, negative = cytotoxic, hits mostly cytotoxic; also: % is scaled to controls: 0 for no effect and ±100 for the full control effect; nearly all actives have a fitted effect of over 60% in size
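Viability of parental KB-3-1 cells, measured by CellTiter-Glo luminescence, followed a 72 h incubation at 37 °C with pinned compounds in phenol-red-free DMEM containing 10% FBS.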
GLP1R inv ag: GLP-1 receptor (human) inverse agonism; P43220; HEK293 GLP-1R CRE-luciferase, luminescence, 24 h; GLP-1R form is constitutively active; Potency, µM (highest dose often 38.3 µM), without a hit: at the highest dose activity change, negative = inhibition, hits mostly inhibitors; 410,000 compounds, 1.6% hits; also: % is scaled to controls: 0 for no effect and ±100 for the full control effect; nearly all actives have a fitted effect of over 55% in size
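Seeding at 200 cells/uL, 12 h culture, 24 hr compound treatment, then luciferase reagent and a luminescence read; cells are HEK293 stably expressing a constitutively active GLP-1R plus cAMP-responsive luciferase.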
HT1080 IDH1KD tx: toxicity to HT-1080 IDH1 knockdown cells (counter line); Potency, µM (highest dose often 46.1 µM), inactives show at the highest dose activity, negative = toxicity, hits mostly cytotoxic; HT-1080 IDH1 knockdown viability, ATP luminescence, 48 h; 360,000 compounds, 2% hits;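 also: 0% = DMSO wells and -100% = cell-free medium wells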
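Viability of IDH1-knockdown HT-1080 fibrosarcoma cells was assessed by CellTiter-Glo after 48 h at 37 °C with titrated compound; concentration-effect curves were classified by fit quality and response size.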
HT1080NT lethal: kills 2HG-producing HT-1080-NT fibrosarcoma cells; Potency, µM (doses to about 46.1 µM), without a hit: at the top dose activity, negative = less viability, most hits filed as cytotoxic; 360,000 compounds, 1.6% hits; HT-1080-NT fibrosarcoma viability, CellTiter-Glo ATP luminescence, 48 h;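 also: NT is the 2HG producing partner of a matched IDH1 knockdown line; 0% = DMSO-treated cells and -100% = media-only wells without cells; nearly all actives have a fitted effect of over 55% in size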
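HT-1080-NT fibrosarcoma cells (2HG-overproducing), 750 cells/well in RPMI with 5% FBS, dosed after 2 h and incubated 48 h at 37C. CellTiter-Glo luminescence normalized to DMSO and no-cell wells; concentration-response curves fitted and classed.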
* marks the source's active call; other numbers are inactive results; ? = inconclusive; / = not tested or not shown; [ ] = dose if it differs, or a comment. Calls follow the shape of the dose curve; as a rule, active = well fitted curve in the direction sought with a large enough effect; inconclusive = small, poorly fitted or top-dose-only effect, or another doubt; inactive = no such curve, though single readings can be large; an effect the other way counts as inactive or inconclusive. Potency is read from the fitted curve at half-maximal effect. The order is random, and some 9.4% of all compounds hit somewhere here.

SMILES | GLP1R ag | HEK293 tox | SW480 rereplic | KB-V1 MDR tox | TDP43 rescue | KB-3-1 tox | GLP1R inv ag | HT1080 IDH1KD tx | HT1080NT lethal
O=C(CCS(=O)(=O)c1ccc(F)cc1)N1CCN(c2ccccc2)CC1 | -2% | -2% | 4% | -4% | 27% | 7% | 1% | 0% | 9%
CCOC(=O)c1[nH]c(=O)[nH]c1CNc1ccccc1C#N | -2% | 2% | -2% | 6% | 19% | -3% | 21% | 4% | 0%
c1ccc2c(c1)Cc1cc(CN3CCOCC3)ccc1-2 | -12% | 0% | -1% | 21µM* | -19% | 1% | 1% | -5% | 19%
CCOc1ccc(CCNC(=O)CN2C(=O)COc3ccc(S(=O)(=O)N4CCCCCC4)cc32)cc1 | 6% | -18% | / | 9.2µM* | 4% | -21% | ? | / | /
CN(Cc1ccccc1)c1nc2c(c(=O)[nH]c(=O)n2C)n1CCCc1ccccc1 | 17% | 2% | 2% | ? | ? | -10% | -21% | -19% | ?
NS(=O)(=O)c1ccc(NC(=O)C2Cc3ccccc3CN2C(=O)c2ccco2)cc1 (centres undefined) | 3% | -10% | -15% | -5% | 4% | 7% | -11% | 1% | 14%
COc1ccccc1OCCn1c(=O)n(C)c2ccccc21 | 21% | -8% | 9% | 4% | 0% | -2% | 15% | 10% | 5%
COC(=O)CN(c1c(C)cccc1C)S(C)(=O)=O | -10% | -3% | 3% | 1% | -20% | 5% | -3% | 6% | -2%
Cc1c(NC(=O)COC(=O)Cc2ccc(F)cc2)c(=O)n(-c2ccccc2)n1C | 11% | 18% | -14% | 17% | -17% | -2% | 4% | 2% | -3%
O=Nc1c(O)n(Cc2c(Cl)cccc2Cl)c2ccccc12 | -2% | -15% | ? | -39% | 2% | 0% | ? | ? | ?
CCOC(=O)C1=CN(Cc2cccc(-c3ccc4c(c3)OCO4)c2)S(=O)(=O)N(C)C1C (centres undefined) | 7% | -4% | ? | 0% | 14% | 0% | ? | 3% | 1%
CC(C)(C#N)NC(=O)C1CCCN1S(=O)(=O)c1ccc2ccccc2c1 (centres undefined) | 4% | -13% | 23µM* | ? | -9% | ? | ? | ? | ?
COc1ccc(C(=O)COC(=O)CCC(=O)Nc2ccc(C(C)=O)cc2)cc1 | 11% | 8% | -5% | / | -27% | / | 35%[activator] | 0% | -5%
O=C(Cn1cnc2ccccc2c1=O)c1ccc(Br)cc1 | 7% | -2% | ? | ? | -25%[9.22 µM] | -6% | 14% | -1% | -9%
CN1/C(=C\C(=O)COC(=O)c2nccnc2N)C(C)(C)c2ccccc21 | -1% | 7% | -7% | -16% | -13% | -2% | 8% | 1% | -3%
Cc1nn(-c2ccccc2)c2nc3c(cc12)C(=O)CCC3 | 1% | 21% | -3% | 0% | -17% | -2% | ? | ? | ?
COc1cccc(NC(=O)CSCn2nnc3c(=O)[nH]c(Cc4ccc(F)cc4)nc32)c1 | / | 4% | / | 8% | 15% | -1% | 20% | / | /
O=C(Nc1c(-c2ccccc2)[nH][nH]c1=O)c1cccs1 | / | 1% | / | 4% | 24% | 1% | 25% | 19% | 17%
Cc1ccccc1NS(=O)(=O)c1ccc(C(=O)NCC2(N3CCOCC3)CCCCC2)cc1 | 14% | -15% | -13% | 2% | 9% | -8% | 2% | 8% | -1%
Cc1csc(SCC(=O)O)n1 | 5% | 9% | -2% | 1% | -4% | -1% | 19% | -4% | 2%

Reprinted from the part before: two compounds, followed by the next part.
SMILES | GLP1R ag | HEK293 tox | SW480 rereplic | KB-V1 MDR tox | TDP43 rescue | KB-3-1 tox | GLP1R inv ag | HT1080 IDH1KD tx | HT1080NT lethal
Cc1ccccc1NS(=O)(=O)c1ccc(C(=O)NCC2(N3CCOCC3)CCCCC2)cc1 | 14% | -15% | -13% | 2% | 9% | -8% | 2% | 8% | -1%
Cc1csc(SCC(=O)O)n1 | 5% | 9% | -2% | 1% | -4% | -1% | 19% | -4% | 2%
CC1(c2ccccc2)CC(C)(C)N(C(=O)C2CCCO2)c2ccccc21 (centres undefined) | -2% | 50%[activator] | ? | -22% | ? | -15% | ? | ? | ?
CCN(CC)C(=O)CN(c1ccc2c(c1)OCO2)S(C)(=O)=O | -8% | 9% | 0% | 7% | -22% | -18% | -3% | 5% | 5%
CCOc1ccc(NC(=S)NC(=O)/C=C/c2ccc(C)cc2)c([N+](=O)[O-])c1 | 1% | ? | 12% | 12µM* | 7% | ? | -1% | -20% | -18%
O=C(O)c1ccc2c(=O)n(Cc3ccccc3)c(SCc3ccc([N+](=O)[O-])cc3)nc2c1 | 0% | -4% | -19% | 27% | 9% | 0% | -2% | 13% | -2%
CCOc1ccc(CCNC(=O)COC(=O)/C=C/c2ccccc2)cc1OCC | 1% | -2% | -4% | 19% | -11% | 1% | 16% | -2% | 1%
O=C(O)COc1ccccc1/C=N/NC(=O)c1cccc(S(=O)(=O)Nc2cccc(Cl)c2)c1 | 2% | -4% | -3% | 22% | -10%[1.82 µM] | -4% | -10% | -7% | -5%
CCN1CCN(c2ccc(S(=O)(=O)N3CCOCC3)cc2NC(=O)c2cc(F)c(F)c(F)c2F)CC1 | -5% | -1% | / | 3% | 17% | -4% | -21% | 1% | -1%
O=c1oc(-c2cccs2)nc2ccc(Cl)cc12 | -7% | -1% | 1% | 14% | -14% | 1% | -5% | -1% | -3%
O=C(NNS(=O)(=O)c1ccccc1C(F)(F)F)c1cc2ncc(C(F)(F)F)cc2s1 | 1% | 12% | -12% | 20% | -14% | 9% | 4% | 0% | -1%
CC(=O)NC(C)C12CC3CC(CC(CC(=O)O)(C3)C1)C2 (centres undefined) | 3% | -1% | 4% | 11% | 0% | 2% | -2% | 5% | 5%
COC(=O)c1ccccc1NC(=O)c1nc2nc(C)cc(C(F)F)n2n1 | -13% | -9% | 0% | 4% | -1% | 8% | 8% | 9% | 11%
Cc1ncsc1CCOC(=O)C12CC3CC(CC(C3)C1)C2 | 14% | -14% | 1% | 8% | 20µM* | 5% | ? | -6% | -7%
COc1ccc(/C(O)=C2/C(=O)C(=O)N(CCCN3CCOCC3)C2c2ccc(N(C)C)cc2)cc1 (centres undefined) | 10% | 55%[activator] | 2% | -7% | -15% | -2% | 10% | 2% | -1%
O=C1c2oc3ccccc3c(=O)c2C(c2cccc(Br)c2)N1Cc1ccco1 (centres undefined) | -15% | -13% | -5% | 3% | 1% | 6% | 0% | 7% | 6%
Fc1ccc(F)c(NC(=S)NCCc2ccccc2)c1 | 1% | -8%[7.66 µM] | -4% | ? | 3% | ? | -22%[7.66 µM] | -18% | ?
CC(C)Oc1ccc(CNC(=O)C2COc3ccccc3C2)cc1 (centres undefined) | / | 0% | / | 0% | 25%[9.22 µM] | -4% | -16% | / | /
Cc1ccc(S(=O)(=O)N(C)CCCC(=O)Nc2ccc(F)cc2)cc1 | 2% | -3% | -8% | -19% | 20% | -16% | ? | -1% | 0%
NC(=O)Cn1c(=O)n(CCc2ccccc2)c(=O)c2c3c(sc21)CCCC3 | -4% | 7% | ? | 4.1µM* | -11% | -14% | -6% | -3% | 12%
O=S(=O)(NCc1nnc2ccccn12)c1ccc(Cl)cc1 | -27% | -24% | -2% | -10% | 3% | 1% | -14% | 11% | -1%
CC(=O)N(CCCNC(=O)c1ccccc1)C(=O)c1ccccc1 | -2% | -3% | 10% | -5% | 18% | 0% | 7% | -6% | 0%

Entries listed above marked active in SW480 rereplic:
SMILES	GLP1R ag	SW480 rereplic
CC(C)(C#N)NC(=O)C1CCCN1S(=O)(=O)c1ccc2ccccc2c1 (centres undefined)	4%	23µM*

Following part
SMILES | GLP1R ag | HEK293 tox | SW480 rereplic | KB-V1 MDR tox | TDP43 rescue | KB-3-1 tox | GLP1R inv ag | HT1080 IDH1KD tx | HT1080NT lethal
COC(=O)c1ccc(C)c(NC(=O)Cn2c(C)csc2=O)c1 | -7% | -1% | 6% | -5% | 25% | ? | 4% | 9% | 14%
O=C(c1ccc(CS(=O)Cc2ccc(Cl)cc2)o1)N1CCN(C2CCCCC2)CC1 (centres undefined) | 3% | -14% | / | -19% | 14% | -6% | -23% | -11% | -9%
O=C(CN1CCN(C(=O)c2ccccc2)CC1)Nc1ncc(Br)cc1Br | -8% | -1% | -2% | -11% | 0% | 1% | -4% | 3% | -2%
Cc1cccc(C)c1NC(=O)CN(C)C(C)C(=O)Nc1ccccc1-c1ccccc1 (centres undefined) | -7% | -4% | -6% | -8% | 3% | -1% | -45% | 8% | -2%
COc1ccc(CCNC(=O)c2cc3cc(F)ccc3nc2C)cc1OC | 3% | 4% | 8% | ? | -5% | -3% | 17% | 4% | 6%
Cn1cccc1Cc1nnc(SCC(=O)Nc2ccccc2F)n1CCc1ccccc1 | 1% | 3% | -5% | -7% | 10% | -3% | -10% | 1% | -9%
COc1cccc(CNC(=O)CCC2CCCN(C(=O)c3cc(C)[nH]n3)C2)c1 (centres undefined) | 17% | -3% | -6% | 0% | -18%[0.397 µM] | -2% | -10% | 12% | 10%
O=C(CNCC1CCCCC1)Nc1cccc(S(=O)(=O)N2CCOCC2)c1 | -3% | 0% | -3% | -4% | -7% | 0% | -15% | -7% | -15%
Cc1ccc(Sc2ccc(C(=O)N(C)C)cc2[N+](=O)[O-])cc1 | 21% | -12% | -2% | ? | ? | 1% | ? | -1% | 6%
CCc1ccc(NC(=O)COn2nnc3ccc(S(=O)(=O)N(C)C)cc32)cc1 | 4% | -28% | 25% | -7% | 0% | 8% | -27% | -4% | 5%
COc1ccc(S(=O)(=O)N2CCC(C(=O)Nc3ccc(Oc4ccccc4)cc3)CC2)cc1OC | / | -17% | / | 10% | 17% | 9% | -7% | / | /
O=C(Nc1ccc(Oc2cccc(C(F)(F)F)c2)nc1)c1cccs1 | 13% | -18% | 28% | -28% | 8% | 0% | ? | ? | -19%
CCN1CCN(C(CNC(=O)c2ccc3c(c2)OCO3)c2cccnc2)CC1 (centres undefined) | -1% | -5% | -15% | 0% | ? | 6% | 28% | 6% | 7%
